Compound activity as filed in PubChem.
JMJD2C inh: human JMJD2C demethylase inhibition. GST-JMJD2C(1-420) H3K9me3 demethylation, DELFIA europium. Q9H3R0. AID 2099. 330,000 compounds, 0.069% hits. inhibition, % at 2.35 µM;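 active means more than half of a compound's replicate wells show inhibition beyond 50%, single wells judged on their own value; inconclusive means some, but no more than half, of replicates pass 50% inhibition; inactive means no replicate passes 50% inhibition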;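 further: signal counts dimethyl H3K9 product captured on neutravidin plate; 0% = median of DMSO wells and 100% = 0.3 times that DMSO median; strong numbers were not always called active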
Target sequence (Q9H3R0 1-420 limits assumed): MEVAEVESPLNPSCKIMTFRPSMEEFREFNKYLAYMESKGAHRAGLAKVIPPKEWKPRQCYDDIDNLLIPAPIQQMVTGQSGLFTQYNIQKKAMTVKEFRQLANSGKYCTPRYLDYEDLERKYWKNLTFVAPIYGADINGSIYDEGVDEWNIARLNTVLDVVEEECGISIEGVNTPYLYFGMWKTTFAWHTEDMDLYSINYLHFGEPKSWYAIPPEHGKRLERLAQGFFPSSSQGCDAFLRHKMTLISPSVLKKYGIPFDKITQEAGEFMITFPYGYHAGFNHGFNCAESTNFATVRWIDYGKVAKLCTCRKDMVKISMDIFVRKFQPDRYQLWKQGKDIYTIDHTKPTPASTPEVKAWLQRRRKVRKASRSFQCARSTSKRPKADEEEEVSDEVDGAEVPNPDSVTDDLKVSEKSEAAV
RPL19A-GFP yeast: modulators of TOR pathway RPL19A-GFP in S. cerevisiae; 330,000 compounds, 0.3% hits; S. cerevisiae RPL19A-GFP strain, flow cytometry, 3 h; stronger effect = lower value; percent response vs DMSO, % at 10 µM;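 active means percent response vs DMSO below 50%; inconclusive means fewer than 70 events counted for the yeast strain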;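 further: median channel GFP fluorescence of the barcoded RPL19A-GFP strain; ratio of sample median GFP to plate DMSO average so 100% = DMSO; lower means less RPL19A-GFP as with rapamycin TOR inhibition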
CIT2-GFP yeast: modulators of TOR pathway CIT2-GFP in S. cerevisiae | S. cerevisiae CIT2-GFP strain, flow cytometry, 3 h; 100 means same as DMSO wells | GFP response vs DMSO, % at 10 µM | 320,000 compounds, 0.065% hits;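 active means GFP response relative to DMSO above a set limit, near the screen mean plus 3 SD, cut at about 150% in these data; inconclusive means Fewer than 70 cells measured for a yeast strain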;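 further: ratio of well median GFP fluorescence to mean of DMSO wells on the plate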
VLA-4 inh: inhibition in a human VLA-4 binding assay; inhibition, % (about 7 µM as worked out from the volumes in the protocol); VLA-4 expressing cells, ligand binding flow cytometry; 330,000 compounds, 0.2% hits; in the data active means inhibition above about 50%
LAP4 TOR yeast: yeast TOR pathway LAP4-GFP modulation; S. cerevisiae LAP4-GFP multiplex, flow cytometry GFP, 3 h; median GFP as percent of DMSO wells; 320,000 compounds, 0.34% hits; GFP response vs DMSO, % at 10 µM;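 active means GFP response vs DMSO above a set limit, about the screen mean plus 3 SD, cut at about 150% in these data; inconclusive means under 70 cell events counted for the yeast strain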
GRK2 aptamer HTS: inhibitors of human GRK2 displacing RNA aptamer | AID 488847 | 330,000 compounds, 0.59% hits | inhibition of aptamer binding, % at 10 µM | P25098 | bead flow cytometry, FAM-aptamer displacement from GRK2;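 active means inhibition of aptamer binding above 40%, roughly 3 SD of noise, on plates passing a quality check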;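 further: median bead fluorescence of bound FAM aptamer so fluorescent compounds give negative values; no value below 0 was filed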
Target sequence (P25098 whole entry, looked up): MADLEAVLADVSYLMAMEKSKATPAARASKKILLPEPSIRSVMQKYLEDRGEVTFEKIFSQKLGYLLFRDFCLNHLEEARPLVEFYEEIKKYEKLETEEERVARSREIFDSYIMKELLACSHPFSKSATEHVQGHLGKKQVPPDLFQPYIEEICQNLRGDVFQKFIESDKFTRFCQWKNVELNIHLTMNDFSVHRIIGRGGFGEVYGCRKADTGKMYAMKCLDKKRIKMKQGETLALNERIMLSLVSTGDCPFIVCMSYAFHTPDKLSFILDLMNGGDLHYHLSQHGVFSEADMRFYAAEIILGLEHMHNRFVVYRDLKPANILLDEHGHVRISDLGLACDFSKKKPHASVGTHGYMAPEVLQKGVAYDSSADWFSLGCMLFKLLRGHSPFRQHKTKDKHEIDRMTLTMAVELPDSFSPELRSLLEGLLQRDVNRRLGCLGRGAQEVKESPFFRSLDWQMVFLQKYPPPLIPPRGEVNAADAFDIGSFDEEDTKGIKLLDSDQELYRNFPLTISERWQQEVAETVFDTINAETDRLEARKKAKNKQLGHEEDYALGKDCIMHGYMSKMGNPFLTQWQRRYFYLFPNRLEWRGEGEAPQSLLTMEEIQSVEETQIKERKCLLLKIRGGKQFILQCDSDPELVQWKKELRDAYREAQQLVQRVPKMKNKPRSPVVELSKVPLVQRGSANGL
AGP1-GFP MLPCN: modulators of TOR pathway AGP1-GFP in S. cerevisiae. S. cerevisiae AGP1-GFP multiplex flow cytometry, 3 h; GFP as percent of DMSO wells. GFP response vs DMSO, % at 10 µM. 320,000 compounds, 0.02% hits;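 active means GFP response relative to DMSO above a set limit, near screen average plus 3 SD, cut at about 150% in these data; inconclusive means fewer than 70 cells counted for the yeast strain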;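 further: median GFP channel fluorescence of the gated AGP1 strain per well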
MEP2 TOR yeast: alters MEP2-GFP fluorescence in TOR pathway yeast screen. 330,000 compounds, 0.51% hits. S. cerevisiae MEP2-GFP strain, flow cytometry GFP, 3 h; 100% = DMSO control level. AID 2016. GFP response vs DMSO, % at 10 µM;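 active means GFP response versus DMSO above a set limit, roughly screen mean plus 3 SD, cut at about 180% in these data; inconclusive means fewer than 70 cells counted for a yeast strain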;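 further: median GFP fluorescence of the barcode-gated MEP2-GFP cells per well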
* marks the source's active call; other numbers are inactive results; ? = inconclusive; . = no result given; [ ] = dose if it differs, or a comment.

SMILES | JMJD2C inh | RPL19A-GFP yeast | CIT2-GFP yeast | VLA-4 inh | LAP4 TOR yeast | GRK2 aptamer HTS | AGP1-GFP MLPCN | MEP2 TOR yeast
COc1ccc(NC(=O)C2CCCN(C(=O)Nc3ccc(OC)cc3)C2)cc1 (stereo not drawn) | -8 | 93 | 90 | 1 | 87 | 1 | 91 | 93
Cc1ccc(C(=O)N(CC(=O)Nc2sc(C)c(C)c2C(N)=O)C2CCCC2)cc1 | -4 | 102 | 100 | 6 | 93 | 0 | 100 | 103
Cc1cc(Br)ccc1NC(=O)CN(C)C(=O)C1CCN(C(=O)c2ccc(F)cc2)CC1 | 0 | 107 | 104 | 11 | 110 | 0 | 106 | 109
CCOC(=O)c1cc(C)sc1NC(=O)CCC(=O)O | 2 | . | 116 | -1 | 106 | 1 | 110 | 104
COc1ccccc1Oc1c(C)oc2cc(OC(=O)c3ccco3)ccc2c1=O | . | 97 | 86 | -1 | 93 | 0 | 86 | 89
CN(CC(=O)Nc1ccccc1Cl)C(=O)COC(=O)CSc1ccc(Cl)cc1 | 4 | 114 | 105 | -18 | 114 | 6 | 108 | 115
Cc1ccc(CC(=O)N2CCN(C(=O)C3CCCO3)CC2)cc1 (stereo not drawn) | 4 | 102 | 102 | 10 | 98 | 0 | 100 | 99
Cc1ccc(-c2nc(CN(C)C(C3CC3)C3CC3)c(C)o2)cc1 | 1 | 96 | 99 | -1 | 109 | 0 | 95 | 105
O=C(Cc1cccc(NC(=O)C2CCN(C(=O)c3ccccc3)CC2)c1)Nc1cccc(C(=O)N2CCCC2)c1 | 10 | 98 | 94 | 17 | 103 | 0 | 96 | 91
CN1CCN(C(=O)c2cc3sccc3n2CC(=O)c2ccccc2)CC1 | -6 | ? | ? | 4 | ? | 0 | ? | ?
O=C(CSc1nnc(COc2ccc(F)cc2)o1)N1CCCCC1 | 2 | 106 | 102 | -13 | 97 | 1 | 104 | 105
COCCOc1cc2ncnc(N3CCC(C(=O)O)CC3)c2cc1OCCOC | 6 | 102 | 98 | -2 | 105 | 1 | 103 | 96
N#Cc1c(NC(=O)CSc2ncnc3sccc23)oc(-c2ccco2)c1-c1ccco1 | 47 | 102 | 92 | -12 | 95 | 2 | 92 | 97
Cc1ccc(S(=O)(=O)N2CCC(N3CCC(C)CC3)CC2)cc1 | 25 | 98 | 101 | 2 | 100 | 0 | 99 | 100
CCn1c(COc2ccc(C)cc2)nnc1SCC(=O)Nc1ccc(S(N)(=O)=O)cc1 | 9 | 107 | 103 | 14 | 105 | 2 | 108 | 97
O=C(C1COc2ccccc2O1)N1CCN(Cc2ccc3c(c2)OCO3)CC1 (stereo not drawn) | 6 | 104 | 106 | 10 | 103 | 2 | 105 | 105
CN1CCN(/N=C/c2ccc(N(C)c3ccccc3)cc2)CC1 | -14 | 106 | 101 | 7 | 108 | 0 | 110 | 103
CC(=O)c1c(C)[nH]c(C(=O)Nc2ccc(C)c(S(=O)(=O)N(C)C)c2)c1C | -2 | 99 | 100 | 2 | 99 | 1 | 99 | 97
CCOC(=O)C(C)NC(=O)C(NC(=O)C1CCC(CC)CC1)C(C)C (stereo not drawn) | -10 | 93 | 93 | 14 | 89 | 0 | 97 | 102
COc1ccccc1N(CC(O)COc1ccccc1)S(=O)(=O)c1ccccc1 (stereo not drawn) | 2 | 99 | 89 | 11 | 91 | 0 | 87 | 103
Cc1ccc(-c2nnc(SCC(=O)NC3CC3)n2N)cc1 | 21 | 88 | 93 | -6 | 103 | 1 | 87 | 84
O=C(OCc1nc2ccsc2c(=O)[nH]1)c1ccccc1 | 0 | 107 | 108 | 49 | 107 | 0 | 111 | 114
O=C(CSCC(=O)N1CCN(c2ccccc2)CC1)Nc1nc(-c2ccc(Cl)s2)cs1 | 6 | 86 | 93 | 15 | 99 | 0 | 95 | 93
CCOC(=O)Cc1csc(NC(NC(=O)CC)(C(F)(F)F)C(F)(F)F)n1 | 9 | 106 | 104 | -15 | 120 | 0 | 106 | 114
O=C(CN1CCN(C/C=C/c2ccccc2)CC1)Nc1cc([N+](=O)[O-])ccc1Cl | 1 | 104 | 109 | 13 | 96 | 0 | 110 | 104
COC(=O)c1cccc(NC(=O)CCc2ccccc2)c1 | 10 | 116 | 109 | 7 | 118 | 0 | 118 | 115
O=C(COc1ccc(Cl)cc1Cl)NCCSc1ccc(Cl)cc1 | 3 | 54[may fluoresce violet] | ? | -2 | 74[may fluoresce violet] | 0 | ? | 212*[may fluoresce violet]
CCN(c1nc(N)c(C(=O)N=C(N)N)nc1Cl)C(C)C | -1 | 100 | 96 | 26 | 103 | 1 | 101 | 97
CC(C)C(=O)Nc1ccc2nn(-c3ccc(F)cc3)nc2c1 | 6 | 100 | 91 | 0 | 107 | 0 | 95 | 100
CN(C)c1ccc(C(CNC(=O)c2ccc(F)cc2)c2c[nH]c3ccccc23)cc1 (stereo not drawn) | -17 | 105 | 102 | -2 | 87 | 0 | 98 | 109
COc1ccc2ccccc2c1/C=N/n1cnnc1 | 1 | 99 | 103 | 7 | 95 | 0 | 97 | 104
COC(=O)Cc1ccc(N(Cc2ccccc2F)S(=O)(=O)c2ccc(C)cc2)cc1 | -4 | 104 | 102 | 13 | 92 | 0 | 99 | 103
COc1ccccc1NNC(=O)c1cc(C(C)(C)C)nn1Cc1ccccc1 | -3 | 96 | 96 | 0 | 94 | 7 | 94 | 96
COC(=O)c1cnc(Nc2ccc(Cl)cc2)c([N+](=O)[O-])c1 | 1 | 99 | 103 | -9 | 111 | 1 | 103 | 108
CCCCn1c(NC(C)CC)nc2c1c(=O)[nH]c(=O)n2C (stereo not drawn) | 1 | 101 | 106 | -3 | 102 | 2 | 104 | 101
Cn1c(N)c(C(=O)COC(=O)/C=C/c2ccccc2)c(=O)n(C)c1=O | . | 101 | 105 | 6 | 91 | 3 | 104 | 106
COc1ccc(C(=O)NCCc2nnc3ccc(SCC(=O)Nc4ccccc4)nn23)cc1 | 1 | 101 | 102 | 6 | 89 | 0 | 95 | 104
O=C(Cc1cccc(NC(=O)C2CCN(C(=O)C3CCCCC3)CC2)c1)Nc1cccc(C(=O)N2CCCC2)c1 | . | 94 | 97 | 22 | 102 | 1 | 95 | 89
Nc1nonc1-c1noc(CCCCCN2C(=O)c3ccccc3C2=O)n1 | 1 | 99 | 103 | 1 | 103 | 7 | 108 | 112
CCNc1nc2c(c(=O)[nH]c(=O)n2C)n1CCCc1ccccc1 | 2 | 103 | 102 | 5 | 96 | 0 | 106 | 109
Cc1ccc(NC(=O)CCNC(=O)c2ccc(Cl)cc2)cc1C | -5 | 104 | 101 | -8 | 113 | 1 | 95 | 109
O=c1c2ccccc2cnn1-c1ccc(Br)cc1 | 16 | 88 | 109 | 4 | 95 | 4 | 53 | 106
CCCCNS(=O)(=O)C1CCS(=O)(=O)C1 (stereo not drawn) | 2 | 104 | 111 | -1 | 104 | 5 | 100 | 127
O=C1O/C(=C/c2ccccc2)c2ccccc21 | 3 | 101 | 98 | 15 | 89 | 0 | 86 | 98
O=C(COC(=O)c1ccccc1)NCc1ccco1 | -26 | 98 | 89 | 18 | 101 | 14 | 94 | 99
Cn1cccc1C(NC(=O)c1ccccc1)C(Cl)(Cl)Cl (stereo not drawn) | -4 | 98 | 100 | 12 | 95 | 3 | 104 | 106
CCN(CC)c1ccc(N=Cc2ccc([N+](=O)[O-])o2)cc1 | -5 | 99 | 87 | -55 | 111 | 10 | 91 | 90
Cc1ccc(C(=O)N(Cc2cccnc2)Cc2cc3cc(C)ccc3n3nnnc23)cc1 | 11 | ? | ? | -20 | ? | 6 | ? | ?
O=C(O)c1sc2cc(C(F)(F)F)cnc2c1-c1cccs1 | 2 | 97 | 90 | 8 | 105 | 0 | 98 | 97
COc1ccc(CCNC(=O)CCC(=O)N2CCOc3ccc(C)cc32)cc1OC | -24 | 100 | 96 | 17 | 111 | 0 | 90 | 107
COc1cc([N+](=O)[O-])cc(/C=N/NC(=O)Cn2nc(C)cc2C)c1O | 10 | 105 | 101 | -5 | 102 | 2 | 104 | 103
COc1ccc(-c2cc(C(=O)N3CCN(c4ccc(F)cc4)CC3)no2)cc1OC | 0 | 96 | 98 | 15 | 94 | 1 | 93 | 83
COc1ccccc1C(=O)N/N=C/c1c[nH]c2ccccc12 | 6 | 105 | 96 | -10 | 101 | 0 | 105 | 105
Cn1c(=O)c2sccc2n2c(CCCC(=O)N3CCN(c4ccccn4)CC3)nnc12 | -13 | 107 | 108 | 7 | 97 | 1 | 106 | 109
O=[N+]([O-])c1cccc(C(=NCc2ccccc2)NO)c1 | -2 | 104 | 104 | 6 | 100 | 0 | 100 | 107
COc1ccccc1N1CCN(C(=O)c2cn(C)c3ccc(S(=O)(=O)N4CCOCC4)cc3c2=O)CC1 | 12 | 99 | 100 | -3 | 101 | 3 | 106 | 98
COc1ccccc1OS(=O)(=O)c1ccc(NC(C)=O)cc1 | 0 | 105 | 107 | 13 | 104 | 1 | 106 | 102
CCn1c(SCC(=O)c2ccccc2)nc2c(c1=O)SC(C)C2 (stereo not drawn) | -10 | 93 | 88 | -4 | 99 | 0 | 88 | 103
COc1ccc(C(=O)N2CCC(C(=O)NC3CC3)CC2)cc1 | 1 | 104 | 105 | -3 | 104 | 5 | 104 | 104
Cn1nnc2cc(C(=O)N3CCN(c4ccccc4)CC3)ccc21 | 15 | 99 | 100 | 10 | 94 | 1 | 99 | 95

Additional results.
SMILES | JMJD2C inh | RPL19A-GFP yeast | CIT2-GFP yeast | VLA-4 inh | LAP4 TOR yeast | GRK2 aptamer HTS | AGP1-GFP MLPCN | MEP2 TOR yeast
Cc1ccc(C)c(NC(=S)NC(NC(=O)Cc2ccccc2)C(Cl)(Cl)Cl)c1 (stereo not drawn) | 0 | 98 | 107 | -4 | 100 | 1 | 103 | 104
Cc1cc(SCC(=O)OCC(=O)N(CCC#N)c2ccccc2)nc2ccccc12 | 6 | 92 | 94 | 0 | 95 | 4 | 98 | 97
CC1C2NC(=O)N(Cc3ccccc3)C1(C)Oc1ccccc12 (stereo not drawn) | -3 | 98 | 109 | 12 | 100 | 0 | 100 | 106
CSCC[C@H](NS(=O)(=O)c1ccc(C)cc1)C(=O)N1CCC(C(=O)N[C@@H](C)C(=O)O)CC1 | 2 | 98 | 98 | -5 | 100 | 5 | 95 | 92
CC(=O)Nc1ccc(C(=O)NCC(c2ccco2)N(C)C)cc1 (stereo not drawn) | 0 | 102 | 103 | -9 | 111 | 1 | 105 | 110
COC(=O)C1=C(C)N(CCc2cc(OC)c(OC)c(OC)c2)C(=O)N[C@H]1c1cccs1 | 56* | 101 | 107 | -3 | 129 | 4 | 92 | 95
COc1ccc(Nc2oc(COc3cccc(C)c3)nc2C#N)cc1 | 107 | 100 | . | -6 | 89 | 3 | 99 | 96
C/C(=C/C#N)Nc1ccc(C)cc1 | -16 | 101 | 112 | 0 | 106 | 3 | 107 | 106
COc1ccc(-n2cc(CN3CCC(OC)CC3)c(-c3cccc(F)c3)n2)cc1 | 40 | 105 | 107 | -8 | 106 | 0 | 112 | 100
CCOCCCN1C(=O)CN(C2CCC(C)CC2)C(=O)C1c1ccc(C)cc1 (stereo not drawn) | -5 | 103 | 104 | 4 | 112 | 2 | 106 | 105

Printed as active in MEP2 TOR yeast (from the list above):
SMILES | JMJD2C inh | RPL19A-GFP yeast | CIT2-GFP yeast | VLA-4 inh | LAP4 TOR yeast | GRK2 aptamer HTS | AGP1-GFP MLPCN | MEP2 TOR yeast
O=C(COc1ccc(Cl)cc1Cl)NCCSc1ccc(Cl)cc1 | 3 | 54[may fluoresce violet] | ? | -2 | 74[may fluoresce violet] | 0 | ? | 212*[may fluoresce violet]
